Shn3 inh set2: inhibitors of Schnurri-3 3'UTR reporter in osteoblasts | Clone20 osteoblast Shn3 3'UTR firefly luciferase, 24 h | inhibition, % at 12.5 µM | 360,000 compounds, 0.52% hits | AID 588674;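 active = mean inhibition of at least 75% with every replicate also reaching 75%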;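 also: 0% = median of neutral control wells and 100% = pilot-screen positive control compound; some compounds past the cut are filed as inactive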
TRPM1 prom inh: reduces MITF-dependent TRPM1 promoter luciferase signal. inhibition, % at 12.5 µM. AID 488899. SK-MEL-5 TRPM1 promoter luciferase, 24 h. 330,000 compounds, 0.83% hits;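 active = mean inhibition across replicates of 60% or more, whatever share of single replicates reaches that level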; also: values of inactives mirror those of a sister screen read the other way
NR2E3 ag-1: human photoreceptor-specific nuclear receptor agonism. Q9Y5X4. CHO-S Gal4-NCOR/VP16-NR2E3 two-hybrid, luciferase. inhibition of corepressor binding, % at 3.98 µM. 360,000 compounds, 0.35% hits. AID 602229;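 active = inhibition above the mean of all tested compounds plus 3 SD, cut at about 70% in these data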;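 also: 0% = DMSO with NR2E3 transfected cells and 100% = cells lacking NR2E3 construct; higher means lower luciferase signal from less NR2E3 corepressor binding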
Target sequence (Q9Y5X4 whole entry, looked up, the tested form may be a part): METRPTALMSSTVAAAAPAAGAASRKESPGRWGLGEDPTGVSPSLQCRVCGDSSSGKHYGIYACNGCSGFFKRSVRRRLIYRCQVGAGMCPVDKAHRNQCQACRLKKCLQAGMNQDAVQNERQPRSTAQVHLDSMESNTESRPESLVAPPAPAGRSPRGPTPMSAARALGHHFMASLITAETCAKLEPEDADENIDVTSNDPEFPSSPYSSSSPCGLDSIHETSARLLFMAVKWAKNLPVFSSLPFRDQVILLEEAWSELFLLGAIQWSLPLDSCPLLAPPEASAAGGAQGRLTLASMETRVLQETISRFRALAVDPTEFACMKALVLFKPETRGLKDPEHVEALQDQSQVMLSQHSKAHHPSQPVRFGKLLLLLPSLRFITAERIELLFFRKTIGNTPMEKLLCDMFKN
Vif inh: inhibitors of HIV Vif. HEK293T cells, Vif self-association by quenched fluorescence, imaging, 24 h. inhibition, % at 7.49 µM. 340,000 compounds, 0.35% hits. AID 602346; in the data active = inhibition above about 50%, passing the limit was not always enough; also: some results filed as inactive read as strong as hits
CF NFkB block: blocks PAF-induced NF-kB reporter in cystic fibrosis cells. 360,000 compounds, 0.86% hits. inhibition, % at 5 µM. AID 588850. KKLEB NF-kB-GFP reporter, GFP fluorescence overnight;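 active = at least 50% inhibition at 5 µM, scaled per plate between neutral and stimulator controls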;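 also: PAF is a Pseudomonas aeruginosa culture filtrate used as stimulus; plate controls were PAF-stimulated DMSO wells for no effect and unstimulated DMSO wells for full effect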
NR2E3 ag-2: agonists of human nuclear receptor NR2E3; 320,000 compounds, 0.12% hits; AID 2300; GST-NR2E3/biotin-RetCOR TR-FRET, 1536-well; inhibition of corepressor binding, % at 4.78 µM;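 active = percent inhibition above the cutoff of mean plus 3 SD of all tested compounds, set per screening campaign, cut at about 20% in these data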;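 also: 0% = DMSO wells and 100% = biotin wells as full block of FRET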
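Material: NR2E3–RetCOR corepressor complex | Quantity: 1.35 nM GST-tagged NR2E3 final | Schedule: 5 h at 4 °C | Replication: Singlicate compound wells | Reagent: RetCOR corepressor, biotinylated, 7 nM | Controls: Biotin wells as high control, 0.6% DMSO wells as low control | Signal: TR-FRET, Eu(K)-anti-GST donor, streptavidin-D2 acceptor, ex 340, em 617/671 nm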
Peg3 promoter: inhibitors of Peg3 promoter; HeLa PEG-Prom luciferase reporter, luminescence, overnight; 360,000 compounds, 1.7% hits; AID 588405; inhibition, % at 20 µM;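 active = inhibition of at least 50% at 20 µM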
PDI inh: PDI (human) enzyme inhibition; 350,000 compounds, 0.052% hits; PDI insulin aggregation turbidity, A650, 90 min; inhibition, % at 10 µM;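 active = mean inhibition across replicates of 30% or more, whatever share of single replicates reach that level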;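 also: absorbance from insulin aggregation driven by PDI reduction with DTT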
Target sequence (P07237 whole entry, looked up): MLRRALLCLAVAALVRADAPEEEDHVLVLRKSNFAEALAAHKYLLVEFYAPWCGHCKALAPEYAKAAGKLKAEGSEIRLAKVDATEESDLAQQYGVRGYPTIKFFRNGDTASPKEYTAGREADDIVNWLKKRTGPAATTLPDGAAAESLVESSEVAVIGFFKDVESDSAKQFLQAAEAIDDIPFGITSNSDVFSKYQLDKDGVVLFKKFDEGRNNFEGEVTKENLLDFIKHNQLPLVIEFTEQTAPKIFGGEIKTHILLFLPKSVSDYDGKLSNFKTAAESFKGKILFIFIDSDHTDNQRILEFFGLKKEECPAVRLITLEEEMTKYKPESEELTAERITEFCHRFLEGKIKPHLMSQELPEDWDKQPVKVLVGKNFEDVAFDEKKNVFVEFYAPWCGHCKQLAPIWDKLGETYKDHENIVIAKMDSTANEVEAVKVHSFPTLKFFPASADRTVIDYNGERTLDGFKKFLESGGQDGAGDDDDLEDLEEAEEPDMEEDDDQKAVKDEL
HIF-2a inh: HIF-2a inhibition; 786-0 RCC cells HIF-2a reporter, luciferase luminescence, overnight; inhibition, % at 18.8 µM; 360,000 compounds, 0.72% hits; AID 624352;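 active = inhibition of the luminescence signal of 40% or more relative to plate controls, in a single-dose primary screen at 18.75 µM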
CaV13 ICDI inh: Primary screen for inhibitors of IQ motif and Ca2+-dependent inactivation inhibitor domain binding in CACNA1D, Förster resonance energy transfer in living cells, …. inhibition, % at 12.3 µM. HEK cells, CFP/YFP FRET ICDI-IQ, plate reader, 10 min; percent FRET-ratio fall versus neutral wells. 340,000 compounds, 0.098% hits;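 active = mean replicate inhibition of at least 30% and at least 1% of replicates passing that level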;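 also: 0% = median of the neutral control wells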
KKLEB cytotox: counter-screen for CF NF-kB inhibitors: cytotoxicity. KKLEB CF airway cells viability, ATPlite luminescence, overnight; hits give low values; cells stimulated with P. aeruginosa culture filtrate. activity change (cytotoxicity), % at 5 µM. 360,000 compounds, 0.36% hits;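 active = corrected activity change at or below -50% at 5 µM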
Active calls of the source: *; . = no result given.

SMILES	Shn3 inh set2	TRPM1 prom inh	NR2E3 ag-1	Vif inh	CF NFkB block	NR2E3 ag-2	Peg3 promoter	PDI inh	HIF-2a inh	CaV13 ICDI inh	KKLEB cytotox
Cc1ncc([N+](=O)[O-])n1CC(=O)Nc1ccccc1	-3	.	1	-1	17	2	2	-1	15	3	-9
Cn1cc([N+](=O)[O-])c(C(=O)NCc2ccco2)n1	-4	14	-5	-2	-4	-3	1	0	15	6	1
COc1cccc(/C=N/n2c(=S)n(C)c3ccccc32)c1OC	-3	-21	-28	0	-4	-2	-59	-7	-63	-4	-6
CCOC(=O)Nc1ccc(N2CCOCC2)c(S(=O)(=O)N2CCOCC2)c1	2	12	-4	-5	-31	0	-8	-7	9	-6	14
O=C(O)/C=C/C(=O)NCc1ccccc1	-5	5	-16	11	11	-1	4	7	24	-4	-16
Cc1c(-c2ccccc2Cl)nc2ccccc2c1C(=O)O	19	7	-6	4	9	-1	-1	-5	12	-4	1
O=C1N(S(=O)(=O)c2ccccc2F)C(=O)C2(CCCC2)N1S(=O)(=O)c1ccccc1F	-13	-2	-10	1	-10	1	1	1	12	-6	6
O=C(CSc1nnc(-c2ccccc2F)n1C1CCCCC1)Nc1cc(C(=O)O)ccc1Cl	-9	.	5	14	7	.	1	-6	7	-2	17
CC(C)C(NC(=O)c1cccc(S(=O)(=O)N2CCOCC2)c1)C(=O)NCc1ccc(Cl)cc1 (configuration not stated)	12	.	-16	-7	4	0	7	4	8	-6	-6
Cc1ccc(C)c(C(C)NC(=O)C2CCCC2)c1 (configuration not stated)	-5	8	18	-1	6	2	12	6	15	-14	8
COc1ccccc1OCCC(=O)Nc1ccc2c(c1)OCO2	3	-15	13	-2	-5	.	-28	-2	-59	-2	-3
Nc1cc(N)nc(SCC(=O)NCc2ccc3c(c2)OCO3)n1	3	.	-2	-1	-2	.	3	-4	9	-5	-2
COc1ccc2cc(C(=O)N3CCN(c4ccc(F)cc4)CC3)[nH]c2c1	-18	-13	-5	-10	-4	1	-18	10	-12	-19	5
COc1ccc(C2C3=C(CC(C)(C)CC3=O)N(C)C3=C2C(=O)CC(C)(C)C3)cc1OC	1	1	19	0	6	3	5	-1	-105	-21	0
CCC(C)c1ccccc1NC(=S)NC(=O)c1ccco1 (configuration not stated)	2	-4	-8	.	35	-2	19	-4	11	-6	0
COc1ccccc1C(=O)NCCC(=O)Nc1cccc(C)n1	-14	-19	-22	1	-20	-1	-27	1	-47	-2	22
Cn1c(Cn2nnc3ccccc32)nnc1SCC(=O)N1c2ccccc2CCc2ccccc21	8	5	-7	-2	-6	2	15	3	-5	-8	14
C=CCn1c(COc2ccccc2F)nnc1SCC(=O)c1c[nH]c2ccccc12	-9	9	-6	-25	-20	0	13	0	12	-5	27
COc1ccc(CN(C)C(=O)CC(c2ccccc2)c2ccccc2)cc1	71	16	-9	1	-6	2	21	7	11	-4	1
CCOc1ccc(NC(=O)c2cn(CC(C)C)c(=O)c3c2c2ccccc2n3C)cc1	9	4	-14	-10	-9	-5	46	-4	16	-3	-13
Cc1cccc(-c2nc3cc([N+](=O)[O-])ccc3o2)c1	-73	-89	-39	-11	-36	2	-307	4	-292	-3	22
Cn1c(NC(=O)c2ccc(C(C)(C)C)cc2)cc(=O)n(C)c1=O	-21	.	5	.	-15	0	-67	-8	-63	-6	-4
CC(C)(C)C(=O)CN1C2=NCCN2c2ccccc21	5	1	-14	-1	13	4	9	-2	10	4	2
CCOC(=O)c1c(NC(=O)OC)sc(C(=O)N(C)C)c1C	-5	-16	5	3	-15	1	6	4	-4	.	-9
O=S(=O)(/N=C(/Nc1ccccn1)c1ccccc1)c1ccccc1	-14	-11	-11	-4	2	0	-5	-3	4	-9	9
O=C1C(C=NCCCn2ccnc2)=C(O)c2ccccc21	-12	3	3	-6	-9	3	1	-1	-6	.	2
Cc1ccc(-n2cc(C(=O)c3cc(Cl)ccc3O)cc(C#N)c2=O)cc1	-2	7	-8	8	0	-2	37	2	21	-13	-10
CC1CCCCN1CC(=O)Nc1cc(S(=O)(=O)N2CCOCC2)ccc1N1CCCC1 (configuration not stated)	14	0	-38	-8	-18	0	8	11	7	-2	8
COC(=O)c1[nH]c2ccc(C)cc2c1NC(=O)Nc1ccccc1OC	-11	10	7	2	-10	0	11	-3	-5	0	-7
CC(C)(C)NC(=O)Cn1nc(C(F)(F)F)c2c1CCCC2	-6	13	1	1	7	4	3	-9	19	-1	1

Part of the list above in order of length of the SMILES, falling:
SMILES	Shn3 inh set2	TRPM1 prom inh	NR2E3 ag-1	Vif inh	CF NFkB block	NR2E3 ag-2	Peg3 promoter	PDI inh	HIF-2a inh	CaV13 ICDI inh	KKLEB cytotox
Cn1c(Cn2nnc3ccccc32)nnc1SCC(=O)N1c2ccccc2CCc2ccccc21	8	5	-7	-2	-6	2	15	3	-5	-8	14
CCOc1ccc(NC(=O)c2cn(CC(C)C)c(=O)c3c2c2ccccc2n3C)cc1	9	4	-14	-10	-9	-5	46	-4	16	-3	-13
CC1CCCCN1CC(=O)Nc1cc(S(=O)(=O)N2CCOCC2)ccc1N1CCCC1 (configuration not stated)	14	0	-38	-8	-18	0	8	11	7	-2	8
C=CCn1c(COc2ccccc2F)nnc1SCC(=O)c1c[nH]c2ccccc12	-9	9	-6	-25	-20	0	13	0	12	-5	27
Cn1c(NC(=O)c2ccc(C(C)(C)C)cc2)cc(=O)n(C)c1=O	-21	.	5	.	-15	0	-67	-8	-63	-6	-4
COC(=O)c1[nH]c2ccc(C)cc2c1NC(=O)Nc1ccccc1OC	-11	10	7	2	-10	0	11	-3	-5	0	-7
COc1ccc(CN(C)C(=O)CC(c2ccccc2)c2ccccc2)cc1	71	16	-9	1	-6	2	21	7	11	-4	1
O=S(=O)(/N=C(/Nc1ccccn1)c1ccccc1)c1ccccc1	-14	-11	-11	-4	2	0	-5	-3	4	-9	9
Cc1cccc(-c2nc3cc([N+](=O)[O-])ccc3o2)c1	-73	-89	-39	-11	-36	2	-307	4	-292	-3	22
CC(C)(C)NC(=O)Cn1nc(C(F)(F)F)c2c1CCCC2	-6	13	1	1	7	4	3	-9	19	-1	1
COc1ccccc1C(=O)NCCC(=O)Nc1cccc(C)n1	-14	-19	-22	1	-20	-1	-27	1	-47	-2	22
O=C1C(C=NCCCn2ccnc2)=C(O)c2ccccc21	-12	3	3	-6	-9	3	1	-1	-6	.	2
CCC(C)c1ccccc1NC(=S)NC(=O)c1ccco1 (configuration not stated)	2	-4	-8	.	35	-2	19	-4	11	-6	0

(more compounds)
SMILES	Shn3 inh set2	TRPM1 prom inh	NR2E3 ag-1	Vif inh	CF NFkB block	NR2E3 ag-2	Peg3 promoter	PDI inh	HIF-2a inh	CaV13 ICDI inh	KKLEB cytotox
NNC(=O)CCN(Cc1ccco1)S(=O)(=O)c1ccc(Cl)cc1	1	12	25	-13	-32	1	-1	0	14	-13	3
C=CCc1ccc(OCC(O)CN2CCN(c3ccccc3OC)CC2)c(OC)c1 (configuration not stated)	-3	-5	-6	-10	-1	2	26	2	20	-3	7
C=CCOc1cccc(C(=O)N2CCCC(CCC(=O)NCc3ccccc3F)C2)c1 (configuration not stated)	10	-31	-35	7	-8	-5	-30	-6	-37	-6	9
Cc1cc2cc(CNC(=O)COc3ccccc3)ccc2n1C	3	8	22	-3	8	2	8	11	19	-10	-2
O=C1CSC(=S)N1N=Cc1c[nH]c2ccc(Br)cc12	-27	.	-24	0	-10	.	-4	2	9	-6	-5
Fc1ccc(-n2nnc(-c3cccnc3Cl)n2)cc1	-109	-66	-93	-7	-9	0	-261	-2	-257	-10	-12
Cc1cc(C)cc(NC(=O)CCn2c(=S)[nH]c3ccccc3c2=O)c1	21	-5	16	-3	-3	-1	-5	-4	-14	-4	-11
CN(C[C@H](Cc1ccccc1)N(C[C@H](Cc1ccccc1)N(CCc1cc(C(F)(F)F)cc(C(F)(F)F)c1)N=O)N=O)N=O	12	-8	20	-4	6	1	6	-11	6	-11	-4
CCOC(=O)Cc1csc(NC(=O)c2cc(-c3ccncc3)nc3ccccc23)n1	9	0	24	-3	-29	-1	47	-3	15	-2	-6
CC(NC(=O)/C(=C\c1ccco1)NC(=O)c1ccccc1Br)C(=O)O (configuration not stated)	-12	-17	-7	-3	-6	0	15	10	16	-4	5

Complete entries, quoted from the list. Order of values: Shn3 inh set2, TRPM1 prom inh, NR2E3 ag-1, Vif inh, CF NFkB block, NR2E3 ag-2, Peg3 promoter, PDI inh, HIF-2a inh, CaV13 ICDI inh, KKLEB cytotox
Cc1cc(C)cc(NC(=O)CCn2c(=S)[nH]c3ccccc3c2=O)c1 across the screens: 21, -5, 16, -3, -3, -1, -5, -4, -14, -4, -11
Cc1cc2cc(CNC(=O)COc3ccccc3)ccc2n1C across the screens: 3, 8, 22, -3, 8, 2, 8, 11, 19, -10, -2

Other records follow:
SMILES	Shn3 inh set2	TRPM1 prom inh	NR2E3 ag-1	Vif inh	CF NFkB block	NR2E3 ag-2	Peg3 promoter	PDI inh	HIF-2a inh	CaV13 ICDI inh	KKLEB cytotox
C=CCn1c(SCC(=O)N2CCC(C)CC2)nc2c([nH]c3ccccc32)c1=O	6	.	-21	-2	-23	.	18	6	3	-11	7
Cc1ccccc1-n1c(SCC(=O)NCc2cccs2)nc2ccccc2c1=O	13	-9	-18	-4	-1	-1	18	-21	3	-5	-8
O=C(Cn1nnc(-c2ccc(F)cc2)n1)N1CCCCC1	-7	-3	-30	3	24	-1	-17	-6	-15	10	2
O=C(O)C1CC(=O)n2c(nc3ccccc32)S1 (configuration not stated)	-4	-6	12	4	-1	2	-1	1	3	-6	-11
O=C(NC(Cc1ccc(O)cc1)C(=O)O)c1ccc2c(c1)OCO2 (configuration not stated)	-17	9	10	-6	-14	4	-1	-3	14	-5	12
Cc1ccccc1CS(=O)(=O)CCC(=O)NCCCN1CCN(c2ccccc2F)CC1	-10	12	-36	15	-11	0	-24	-1	8	.	0
CCN(CC)CCN(C(=O)Cn1nnc(-c2ccc(C)o2)n1)C(C(=O)NC(C)(C)C)c1cccs1 (configuration not stated)	1	0	-23	4	11	1	3	3	23	-5	-11
COCCCNC(=O)CSc1nc2ccccc2c(=O)n1Cc1ccc2c(c1)OCO2	10	4	-20	-4	-7	2	12	5	6	3	12
O=C(Nc1cccs1)Nc1cccnc1Cl	15	-10	-24	-2	-4	3	-27	-20	-47	-21	-1

Screening results deposited in PubChem BioAssay by several laboratories.
